# High-throughput results (PubChem BioAssay)
# BH1578 lux ind: quorum light induction in luxS cqsA deficient V. cholerae | V. cholerae BH1578 lux reporter, luminescence, 6 h | activation, % at 18.7 µM | 350,000 compounds, 0.16% hits | AID 588436; in the data active means activation mostly above about 9.7%, no sharp cut-off; inconclusive means no clear call, values can overlap the other calls; inactive means mostly below about 3.7%; further: not every result past the cut was called active; inactives centre near 0; reference of the scale not given here
# PfHsp40 rescue: restores yeast growth despite PfHsp40 toxicity | S. cerevisiae expressing PfHsp40, growth rescue, ATP luminescence | growth rescue, % at 12.5 µM | 340,000 compounds, 0.68% hits | AID 504582; in the data active means growth rescue above about 28%, passing the limit was not always enough; inconclusive means no clear call, values can overlap the other calls;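 further: yeast W303a lacking pdr1 and pdr3 grown in galactose medium; growth measured after three days at 30 °C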
# BoNT-A LC inh2: blocks Botulinum neurotoxin A light chain protease; inhibition, % at 10 µM; 360,000 compounds, 0.17% hits; AID 588499; multiplex microsphere protease substrate cleavage, flow cytometry; further: plate controls were buffer without enzyme for full effect and enzyme alone for no effect
# SSB-PriA inh: K. pneumoniae PriA-SSBct interaction inhibition. AlphaScreen SSBct-PriA binding, biotinylated peptide. inhibition, % at 33 µM. 430,000 compounds, 0.6% hits. AID 1272365; in the data active means inhibition mostly above about 37%, no sharp cut-off; inactive means mostly below about 20%;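 further: plate controls were negative control peptide for no effect and reference peptide for full effect; strong numbers were not always called active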
# VHR inh abs: inhibitors of human VHR1 phosphatase (DUSP3); P51452; recombinant VHR phosphatase, pNPP absorbance; inhibition, % at 13.3 µM; 290,000 compounds, 0.52% hits; in the data active means inhibition above about 50%; further: some compounds called inactive have numbers as strong as hits
# Target sequence (P51452 whole entry, looked up): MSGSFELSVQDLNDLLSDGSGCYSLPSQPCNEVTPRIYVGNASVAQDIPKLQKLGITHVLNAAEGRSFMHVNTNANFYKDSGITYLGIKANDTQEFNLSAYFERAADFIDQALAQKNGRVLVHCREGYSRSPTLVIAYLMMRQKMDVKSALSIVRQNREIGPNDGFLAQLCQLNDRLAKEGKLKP
# Anthrax LF prot: inhibitors of Bacillus anthracis lethal factor protease | P15917 | multiplex microsphere protease cleavage assay, LF | inhibition, % at 10 µM | 360,000 compounds, 0.12% hits | AID 588501; further: plate controls were buffer without enzyme for full effect and enzyme alone for no effect
# Target sequence (P15917 whole entry, looked up): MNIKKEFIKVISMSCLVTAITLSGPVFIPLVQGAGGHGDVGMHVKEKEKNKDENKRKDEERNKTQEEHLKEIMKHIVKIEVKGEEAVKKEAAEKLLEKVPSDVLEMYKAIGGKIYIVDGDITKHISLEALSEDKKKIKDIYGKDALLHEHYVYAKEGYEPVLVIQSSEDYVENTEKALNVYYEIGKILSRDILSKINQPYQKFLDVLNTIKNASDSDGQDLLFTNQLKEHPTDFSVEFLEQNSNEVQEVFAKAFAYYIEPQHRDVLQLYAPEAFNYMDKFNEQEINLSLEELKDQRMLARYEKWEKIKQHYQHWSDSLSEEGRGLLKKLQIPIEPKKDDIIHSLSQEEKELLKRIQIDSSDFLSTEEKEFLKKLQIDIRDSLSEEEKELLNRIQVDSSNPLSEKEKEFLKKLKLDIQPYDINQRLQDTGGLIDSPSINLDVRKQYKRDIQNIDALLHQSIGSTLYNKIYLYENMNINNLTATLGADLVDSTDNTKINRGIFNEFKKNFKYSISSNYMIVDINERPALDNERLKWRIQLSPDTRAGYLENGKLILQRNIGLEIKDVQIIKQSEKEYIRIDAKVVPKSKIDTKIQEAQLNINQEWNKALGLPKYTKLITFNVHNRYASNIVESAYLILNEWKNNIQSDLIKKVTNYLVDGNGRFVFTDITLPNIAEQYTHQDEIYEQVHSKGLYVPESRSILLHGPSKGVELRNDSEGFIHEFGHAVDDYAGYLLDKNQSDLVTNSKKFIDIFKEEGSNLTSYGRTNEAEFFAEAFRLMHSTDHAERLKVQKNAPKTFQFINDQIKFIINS
# SARS 3CLpro inh: SARS-CoV 3CLpro protease inhibition; inhibition, % at 6 µM; recombinant SARS-CoV 3CLpro, quenched FRET peptide cleavage; P0C6X7; 290,000 compounds, 0.14% hits; in the data active means inhibition above about 12%
# CCHFV vOTU inh: blocks the CCHF virus ovarian tumor domain protease | CCHFV vOTU protease, Pep-AMC fluorescence | inhibition, % at 11.5 µM | 370,000 compounds, 0.55% hits; in the data active means inhibition above about 30%; further: 0% = vehicle wells with enzyme and 100% = no enzyme wells
# TcdB GH inh: inhibitors of Clostridioides difficile toxin B glycohydrolase | inhibition, % at 9.99 µM | P18177 | 350,000 compounds, 0.24% hits | TcdB glycohydrolase enzymatic assay, plate reader | AID 652162; in the data active means inhibition above about 10%
# Yp Topo-I inh: Y. pestis Topo-I inhibition via cleavage products; 360,000 compounds, 0.064% hits; Y. pestis Topo-I cleavage product accumulation, plate reader; AID 504884; activity, % at 10 µM; in the data active means activity above about 50%, passing the limit was not always enough; inconclusive means no clear call, values can overlap the other calls; further: inactives centre near 2
# Starred values were filed as active, the others as inactive; i = inactive; ? = inconclusive; . = not tested or not shown. Unless noted, no stated cut-off is given here; in the data, active means inhibition above about 30%; inconclusive means no clear call, values can overlap the other calls; inactive means below that. This is a subset; rates above refer to the full screens.
# The line under a structure holds: BH1578 lux ind	PfHsp40 rescue	BoNT-A LC inh2	SSB-PriA inh	VHR inh abs	Anthrax LF prot	SARS 3CLpro inh	CCHFV vOTU inh	TcdB GH inh	Yp Topo-I inh
1) Cc1cc(C(=O)Nc2ccc(F)cc2)c2ccccc2n1
 : -0.4	0.3	0.6	-5	15	23	-3	-4	0.5	1
2) Cn1c(=O)n(C)c2cc(NC(=O)CCl)ccc21
 : i	-2.1	-1.4	-27	14	6	-1	-4	.	-1
3) CCN(C[C@H]1N[C@@](C)(C(=O)OC)[C@H]2C(=O)N(C)C(=O)[C@@H]12)S(=O)(=O)c1ccc(C)cc1
 : -1.0	-0.3	-0.2	-11	.	-6	.	-7	0.5	3
4) O=C(OC1CCCCC1=O)c1ccc(S(=O)(=O)Nc2ccccc2)cc1 (stereo not drawn)
 : 0.9	0.8	-0.1	-7	8	-2	-1	-8	1.4	5
5) COC(=O)c1ccccc1S(=O)(=O)N1CCC(C(=O)NC2CCCCC2)CC1
 : i	-1.3	-0.9	0	.	0	.	10	0.4	-10
6) CCCC1(CCO)C(=O)NC(=S)NC1=O
 : -7.1	-1.6	-0.5	1	.	8	.	-2	-11	-9
7) Nc1ccc(S(N)(=O)=O)cc1
 : -0.5	1.4	-0.2	-3	.	-1	.	6	1.4	2
8) CC(C)N1CCC(=NNc2ccc(S(=O)(=O)N3CCOCC3)cc2[N+](=O)[O-])CC1
 : -0.1	1.5	0.0	19	-6	-1	3	1	-0.4	4
9) Cc1[nH][nH]c(=O)c1C(c1ccc2c(c1)OCO2)c1c(C)[nH][nH]c1=O
 : -0.3	-2.2	-0.4	-4	11	-6	0	-1	-4.0	0
10) CCOC(=O)c1ccc(-c2ccc(/C=N/NC(=O)CN(c3cccc(C)c3)S(C)(=O)=O)o2)cc1
 : -0.3	-0.9	0.6	.	4	-2	-3	-7	-0.1	4

# Fetched one by one from above (4):
# The line under a structure holds: BH1578 lux ind	PfHsp40 rescue	BoNT-A LC inh2	SSB-PriA inh	VHR inh abs	Anthrax LF prot	SARS 3CLpro inh	CCHFV vOTU inh	TcdB GH inh	Yp Topo-I inh
2) Cn1c(=O)n(C)c2cc(NC(=O)CCl)ccc21
 : i	-2.1	-1.4	-27	14	6	-1	-4	.	-1
1) Cc1cc(C(=O)Nc2ccc(F)cc2)c2ccccc2n1
 : -0.4	0.3	0.6	-5	15	23	-3	-4	0.5	1
10) CCOC(=O)c1ccc(-c2ccc(/C=N/NC(=O)CN(c3cccc(C)c3)S(C)(=O)=O)o2)cc1
 : -0.3	-0.9	0.6	.	4	-2	-3	-7	-0.1	4
7) Nc1ccc(S(N)(=O)=O)cc1
 : -0.5	1.4	-0.2	-3	.	-1	.	6	1.4	2

# Back to the main list, repeating the five entries before the break.
# The line under a structure holds: BH1578 lux ind	PfHsp40 rescue	BoNT-A LC inh2	SSB-PriA inh	VHR inh abs	Anthrax LF prot	SARS 3CLpro inh	CCHFV vOTU inh	TcdB GH inh	Yp Topo-I inh
6) CCCC1(CCO)C(=O)NC(=S)NC1=O
 : -7.1	-1.6	-0.5	1	.	8	.	-2	-11	-9
7) Nc1ccc(S(N)(=O)=O)cc1
 : -0.5	1.4	-0.2	-3	.	-1	.	6	1.4	2
8) CC(C)N1CCC(=NNc2ccc(S(=O)(=O)N3CCOCC3)cc2[N+](=O)[O-])CC1
 : -0.1	1.5	0.0	19	-6	-1	3	1	-0.4	4
9) Cc1[nH][nH]c(=O)c1C(c1ccc2c(c1)OCO2)c1c(C)[nH][nH]c1=O
 : -0.3	-2.2	-0.4	-4	11	-6	0	-1	-4.0	0
10) CCOC(=O)c1ccc(-c2ccc(/C=N/NC(=O)CN(c3cccc(C)c3)S(C)(=O)=O)o2)cc1
 : -0.3	-0.9	0.6	.	4	-2	-3	-7	-0.1	4
11) CCN(CC)S(=O)(=O)c1ccc(C(=O)NCCc2ccccn2)cc1
 : -0.2	-0.7	-0.9	-8	28	-4	3	3	0.8	-13
12) CCN(CC)C(=O)CSc1nc2ccsc2c(=O)n1CCCC(=O)NCCc1ccc(S(N)(=O)=O)cc1
 : i	-0.7	-1.4	-4	20	1	-3	-3	0.9	5
13) O=C(OCC(=O)N(CCc1ccccc1)Cc1ccccc1)c1ccc(F)c(S(=O)(=O)N2CCOCC2)c1
 : -0.6	0.8	-0.3	-8	.	-3	.	-4	0.2	26
14) O=C(Cn1c(=O)oc2cc(S(=O)(=O)N3CCCC3)ccc21)N1CCCC1
 : -0.2	-1.1	-0.2	-16	8	-5	-2	-4	1.8	-4
15) CCN1CCN(c2sc(S(=O)(=O)CC)nc2S(=O)(=O)c2ccc(C)cc2)CC1
 : -0.8	.	-0.4	.	.	3	.	2	1.5	0
16) Oc1cccnc1CN1CCCCC1
 : -0.4	.	-0.7	-6	.	-10	.	5	-0.8	7
17) CC(C)(C)OC(=O)NNC1CC(=O)N(c2ccccc2F)C1=O (stereo not drawn)
 : -1.7	0.3	-1.3	-13	28	2	-8	-9	.	-10
18) COCCNC(=O)Cn1c(=O)n(C)c2ccccc21
 : -0.2	-0.4	-0.7	-8	8	3	-3	-3	.	-2
19) CCCCCCCCOC(=O)c1nc(Cl)c(Cl)c(N)c1Cl
 : i	2.8	-1.8	-24	-13	-7	2	-2	0.8	11
20) CCCC1(C(=O)OC)NC(c2ccc(OC)c(OC)c2)C2C(=O)N(c3cccc(C(C)=O)c3)C(=O)C21 (stereo not drawn)
 : -0.3	-0.1	-2.7	-2	17	-1	0	-9	2.3	-16

# (continued)
# The line under a structure holds: BH1578 lux ind	PfHsp40 rescue	BoNT-A LC inh2	SSB-PriA inh	VHR inh abs	Anthrax LF prot	SARS 3CLpro inh	CCHFV vOTU inh	TcdB GH inh	Yp Topo-I inh
21) O=C(NC(Cc1ccccc1)c1ccc2c(c1)OCCCO2)c1ccc(F)cc1 (stereo not drawn)
 : -0.4	-1.1	-0.3	-14	10	-2	2	11	.	-8
22) CCCNC(=O)C1(C)CCCN(C/C=C/c2ccccc2)C1 (stereo not drawn)
 : i	.	-0.1	.	.	-4	.	-3	-0.9	3
23) COc1ccc(S(=O)(=O)N2CCN(CCOc3ccccc3Cl)CC2)cc1OC
 : -2.5	0.1	-1.2	0	.	-7	.	8	-4.0	-9
24) O=[N+]([O-])c1ccc(S(=O)(=O)N2CCN(c3ccnc4cc(Cl)ccc34)CC2)cc1
 : 0.6	1.2	2.9	1	10	3	-5	5	1.0	4
25) O=C1CN(C(=O)COC(=O)c2ccc([N+](=O)[O-])o2)c2ccccc2N1
 : i	2.6	0.6	3	.	-2	.	8	0.5	-7
26) CCC(C)[C@H](NC(=O)OC(C)(C)C)C(=O)N/N=C/C1=Cc2ccccc2OC1 (stereo partly drawn)
 : -0.3	-0.1	0.8	.	19	0	2	-6	-2.1	10
27) Clc1ccccc1C1=Nn2c(nnc2-c2ccncc2)SC1
 : i	1.3	-1.8	-6	19	-7	-2	10	.	-1
28) CCO[C@H]1OC(C(=O)N2CCCCCCC2)=C[C@@H](c2coc3ccccc3c2=O)[C@@H]1CCCO
 : 0.8	1.0	-1.1	2	35	-6	0	6	.	25
29) COc1ccc(S(=O)(=O)N2CCOC2CNC(=O)C(=O)NCCc2ccccc2OC)cc1 (stereo not drawn)
 : -0.4	0.0	0.8	-6	17	8	-1	-6	0.8	17
30) N/C(=N\OC(=O)Cc1ccccc1)c1ccc([N+](=O)[O-])cc1
 : -0.2	1.8	-0.6	.	-7	0	3	-5	.	-13

# Carrying on:
# The line under a structure holds: BH1578 lux ind	PfHsp40 rescue	BoNT-A LC inh2	SSB-PriA inh	VHR inh abs	Anthrax LF prot	SARS 3CLpro inh	CCHFV vOTU inh	TcdB GH inh	Yp Topo-I inh
31) CCC(C(=O)OCC(=O)Nc1cc(C)ccc1OC)c1ccccc1 (stereo not drawn)
 : i	1.7	1.0	-30	22	-4	5	16	0.5	26
32) COc1ccc(C(=O)NCC(=O)N2CCN(C(=O)c3ccco3)CC2)cc1
 : i	0.8	0.5	-12	20	5	-4	-5	1.3	0
33) Cc1cc(Cl)cc(Cl)c1OCCOCCN(C)C
 : i	-0.8	-0.4	-4	1	0	6	1	0.2	-4
34) Cc1cccc(-c2sc(Nc3ccccc3)n[n+]2-c2ccc(F)cc2)c1
 : i	-0.4	0.6	2	17	4	0	3	0.5	6
35) O=C(Cc1n[nH]c(=O)c2ccccc12)Nc1cc(Cl)ccc1-n1cncn1
 : 1.7	-0.2	-0.6	9	.	4	.	-2	0.9	-1
36) COc1ccc(CN2CCCC(N3CCc4ccccc4C3)C2)c(O)c1 (stereo not drawn)
 : -0.9	1.2	2.0	0	6	-7	9	-5	-0.3	-1
37) N#CC(CCc1ccc([N+](=O)[O-])cc1)(CCc1ccc([N+](=O)[O-])cc1)C(N)=O
 : 5.6	-1.3	-0.7	-6	.	-6	.	5	0.5	0
38) S=c1nc(NCCc2ccccc2Cl)c2ccccc2[nH]1
 : i	-0.2	-0.6	-7	-6	-5	5	-2	-0.5	-7
39) Nc1cc(N)nc(CS)n1
 : 0.2	-1.2	-0.8	2	-14	-2	0	11	0.9	-6
40) O=C(CN1C(=O)c2ccc([N+](=O)[O-])cc2C1=O)Nc1ccccc1N1CCCC1
 : i	0.3	8.2	9	.	-1	.	0	0.5	-4

# Other compounds
# The line under a structure holds: BH1578 lux ind	PfHsp40 rescue	BoNT-A LC inh2	SSB-PriA inh	VHR inh abs	Anthrax LF prot	SARS 3CLpro inh	CCHFV vOTU inh	TcdB GH inh	Yp Topo-I inh
41) CC(C)C[C@H]1CN(CCCC[C@H]2CNC(=O)C(=O)N2CCC2CCCCC2)C(=O)C(=O)N1CC1CCCCC1
 : .	.	-0.4	.	.	-3	.	16	0.1	.
42) COc1ccc(NC(=O)NCc2ccncc2)c(OC)c1
 : 1.8	0.6	?	-12	21	-3	-5	8	.	-2
43) C/C(O)=C(\C#N)c1nnc2n1CCCCC2
 : -1.9	-0.7	0.7	-1	-8	-8	4	6	.	1
44) Cc1ccccc1S(=O)(=O)NC(=O)C1(C)CCN1C(=O)C1(c2ccc(Cl)cc2)CC1 (stereo not drawn)
 : -3.3	.	-0.5	.	.	3	.	-6	0.5	1

# Part of the list above in order of heavy-atom count, largest number first:
# The line under a structure holds: BH1578 lux ind	PfHsp40 rescue	BoNT-A LC inh2	SSB-PriA inh	VHR inh abs	Anthrax LF prot	SARS 3CLpro inh	CCHFV vOTU inh	TcdB GH inh	Yp Topo-I inh
35) O=C(Cc1n[nH]c(=O)c2ccccc12)Nc1cc(Cl)ccc1-n1cncn1
 : 1.7	-0.2	-0.6	9	.	4	.	-2	0.9	-1
27) Clc1ccccc1C1=Nn2c(nnc2-c2ccncc2)SC1
 : i	1.3	-1.8	-6	19	-7	-2	10	.	-1
2) Cn1c(=O)n(C)c2cc(NC(=O)CCl)ccc21
 : i	-2.1	-1.4	-27	14	6	-1	-4	.	-1
